High-throughput results (PubChem BioAssay)
BCLXL inh – blocks human Bcl-xL binding to Bim BH3 peptide | Q07817 | GST-Bcl-xL / FITC-Bim BH3 peptide fluorescence polarization | inhibition, % at 10.9 µM | 320,000 tested, 0.7% active | AID 2129;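 active = inhibition above the mean of all tested compounds plus 3 SD, cutoff set per campaign, cut at about 30% in these data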;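 note: 0% = DMSO wells and 100% = unlabeled Bim-BH3 peptide competitor; inhibitors lower millipolarization by displacing the labeled peptide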
Efflux pump mplx – blocks antifungal efflux pumps in multiplex yeast assay. S. cerevisiae Candida pump triplex, Nile Red efflux. inhibition, % at 10 µM. 330,000 tested, 0.44% active;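 active = plate passing quality check with inhibition over a set limit, or well fluorescence over plate mean plus 4 SD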;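 note: Nile Red retained in pooled yeast measured as flow cytometry median fluorescence; 0% = buffer negative control and 100% = Enniatin B positive control; higher means more Nile Red kept so more efflux inhibition; some compounds called inactive have numbers as strong as hits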
GLD-1 TGE inh – GLD-1-TGE RNA interaction inhibition (C. elegans). Q17339. purified GLD-1 + fluorescein TGE RNA, fluorescence polarization. inhibition, % at 5.96 µM. 320,000 tested, 0.44% active;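 active = percent inhibition above a per-plate cutoff, the plate mean of test compounds plus 3 SD, cut at about 30% in these data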;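 note: 0% = DMSO wells with GLD-1 and probe and 100% = wells lacking GLD-1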
GRK2 aptamer HTS – blocks RNA aptamer binding to human GRK2; P25098; bead flow cytometry, FAM-aptamer displacement from GRK2; inhibition of aptamer binding, % at 10 µM; 330,000 tested, 0.59% active; AID 488847;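 active = inhibition of aptamer binding above 40%, roughly 3 SD of noise, on plates passing a quality check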;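 note: median bead fluorescence of bound FAM aptamer so fluorescent compounds give negative values; no value below 0 was filed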
Target sequence (P25098 whole entry, looked up): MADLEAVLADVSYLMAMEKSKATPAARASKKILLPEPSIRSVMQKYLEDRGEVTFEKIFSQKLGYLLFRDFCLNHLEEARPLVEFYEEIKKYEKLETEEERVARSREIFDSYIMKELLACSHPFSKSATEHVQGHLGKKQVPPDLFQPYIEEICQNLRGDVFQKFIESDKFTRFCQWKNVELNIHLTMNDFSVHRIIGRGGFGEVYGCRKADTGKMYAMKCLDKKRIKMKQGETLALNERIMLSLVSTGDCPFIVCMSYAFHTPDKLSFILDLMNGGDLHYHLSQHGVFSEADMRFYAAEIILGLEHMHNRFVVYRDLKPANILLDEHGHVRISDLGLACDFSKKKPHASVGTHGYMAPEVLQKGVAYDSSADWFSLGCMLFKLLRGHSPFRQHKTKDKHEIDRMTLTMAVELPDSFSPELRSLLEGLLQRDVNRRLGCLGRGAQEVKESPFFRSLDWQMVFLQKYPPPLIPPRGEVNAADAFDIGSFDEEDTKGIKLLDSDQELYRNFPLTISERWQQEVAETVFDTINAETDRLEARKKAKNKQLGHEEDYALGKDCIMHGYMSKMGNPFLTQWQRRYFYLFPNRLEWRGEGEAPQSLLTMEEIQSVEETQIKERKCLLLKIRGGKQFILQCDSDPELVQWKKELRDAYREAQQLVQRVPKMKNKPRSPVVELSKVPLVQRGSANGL
MEX-5 binding – C. elegans MEX-5 TCR-2 RNA binding activity; 300,000 tested, 0.38% active; activity score (negative = inhibition of binding), % at 10 µM; AID 1832; MEX-5/FITC-TCR2 RNA binding, fluorescence polarization; active compounds read low; Q9XUB2;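 active = inhibition past about -25% in most replicates, and total fluorescence under double the plate's negative control median, limit read from the data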;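 note: 0% = DMSO and -100% = 5 µM competing unlabeled TCR2 RNA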
VLA-4 inh – inhibition in a human VLA-4 binding assay; VLA-4 expressing cells, ligand binding flow cytometry; inhibition, % (about 7 µM as worked out from the volumes in the protocol); 330,000 tested, 0.2% active; AID 2557; P13612; in the data active = inhibition above about 50%
PME-1 inh – PME-1 (human) inhibition; 320,000 tested, 0.53% active; Q9Y570; inhibition, % at 5.9 µM; recombinant PME-1, FP-Rh probe fluorescence polarization;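 active = inhibition above the campaign mean of all compounds plus 3 SD, cut at about 26% in these data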;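 note: competitive labeling of PME-1 active site by serine hydrolase directed probe; 0% = PME-1 with DMSO and 100% = wells lacking PME-1 enzyme; inhibitors block probe labeling so polarization falls and inhibition rises; many of its hits are not listed in these tables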
Fam108B counter – counter-screen for RBBP9 inhibitors: inhibitors of mouse Fam108B. recombinant Fam108B, FP-Rh probe fluorescence polarization. 300,000 tested, 0.33% active. inhibition, % at 9.51 µM. AID 1947;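 active = inhibition above the screen mean inhibition plus 3 SD, computed separately per campaign, cut at about 18% in these data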;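 note: inhibitors lower polarization as less probe binds the enzyme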
MCL1 BIM primary – MCL1-BIM-BH3 interaction inhibition (human) | 320,000 tested, 0.68% active | Q07820 | GST-MCL1 / FITC-Bim-BH3 fluorescence polarization | inhibition, % at 10.9 µM | AID 2057;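 active = inhibition above the mean inhibition of all tested compounds plus 3 SD, set per campaign, cut at about 40% in these data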;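 note: 0% = DMSO wells and 100% = unlabeled Bim-BH3 peptide control; higher means more loss of mP so more displacement of Bim peptide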
Target sequence (Q07820 whole entry, looked up): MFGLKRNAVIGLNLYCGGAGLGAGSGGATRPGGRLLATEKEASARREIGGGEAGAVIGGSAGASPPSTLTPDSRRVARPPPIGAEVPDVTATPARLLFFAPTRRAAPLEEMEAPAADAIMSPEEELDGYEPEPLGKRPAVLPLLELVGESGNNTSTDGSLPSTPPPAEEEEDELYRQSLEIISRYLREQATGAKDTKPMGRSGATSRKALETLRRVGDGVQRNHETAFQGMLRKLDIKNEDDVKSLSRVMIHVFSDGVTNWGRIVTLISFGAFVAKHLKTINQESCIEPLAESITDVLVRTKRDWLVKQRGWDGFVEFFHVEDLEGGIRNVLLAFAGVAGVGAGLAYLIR
* = called active by the depositor; / = not tested or not shown. The list is partial; the hit share may differ from the screen's.

SMILES	BCLXL inh	Efflux pump mplx	GLD-1 TGE inh	GRK2 aptamer HTS	MEX-5 binding	VLA-4 inh	PME-1 inh	Fam108B counter	MCL1 BIM primary
COc1ccc(NC(=O)c2ccc(NC(=O)CN3CCC(C(N)=O)CC3)cc2)cc1	/	0.5	2.7	0.0	/	6.0	/	/	/
COc1ccc(NC(=O)c2ccc(-c3ccccc3)cc2)cc1S(=O)(=O)N1CCOCC1	-4.5	-0.1	0.9	0.0	0.3	-3.0	-3.2	-0.1	-2.9
O=C(CN1CCC(n2nnc3ccccc32)CC1)NCc1cccs1	6.0	-0.2	-1.7	1.0	-0.9	6.5	16.8	5.1	0.0
O=C(COC(=O)CCSc1ccccc1)Nc1ccc(F)cc1Cl	1.3	0.1	2.4	5.0	-2.4	34.8	-1.2	-1.6	1.5
CCOc1ccc2[nH]cc(C(=O)NCc3ccccc3)c(=O)c2c1	4.2	0.0	3.9	1.0	0.7	8.6	-2.7	-3.3	4.3
COc1cc(C(C)=O)ccc1OCC(=O)N(CCC1=CCCCC1)c1c(N)n(Cc2ccccc2)c(=O)[nH]c1=O	-9.3	0.1	0.8	1.0	0.6	10.1	0.3	-4.0	-13.8
COc1cccc(NC(=O)C2CCC(CNS(=O)(=O)c3cccs3)CC2)c1 (stereo unspecified)	1.8	0.1	1.0	1.0	-1.4	2.6	-4.8	0.7	0.9
Fc1cccc2sc(N3CCOCC3)nc12	7.1	-0.6	4.9	0.0	-1.1	-0.8	1.4	-4.1	1.5
Cc1ccc(NC(=O)CN2CCCCCC2)cc1Br	3.0	-0.1	-0.2	2.0	-1.6	0.4	8.6	2.5	-5.0
CC(C)OCC1Cn2c(nc3c2c(=O)n(C)c(=O)n3C)O1 (stereo unspecified)	3.3	0.2	3.6	3.0	-1.0	2.8	-6.8	4.2	0.8
CC(C)OC(=O)c1cc(NC(=O)C2C3C=CC(O3)C2C(=O)O)cc(C(=O)OC(C)C)c1 (stereo unspecified)	7.7	0.1	4.7	22.0	1.3	4.3	-6.0	13.3	9.3
CCN(c1ccc(OC)cc1)c1ncnc2nc[nH]c12	3.9	0.0	3.7	9.0	-2.5	25.0	-7.1	7.3	3.1

Continued (two carried over from the part before).
SMILES	BCLXL inh	Efflux pump mplx	GLD-1 TGE inh	GRK2 aptamer HTS	MEX-5 binding	VLA-4 inh	PME-1 inh	Fam108B counter	MCL1 BIM primary
CC(C)OC(=O)c1cc(NC(=O)C2C3C=CC(O3)C2C(=O)O)cc(C(=O)OC(C)C)c1 (stereo unspecified)	7.7	0.1	4.7	22.0	1.3	4.3	-6.0	13.3	9.3
CCN(c1ccc(OC)cc1)c1ncnc2nc[nH]c12	3.9	0.0	3.7	9.0	-2.5	25.0	-7.1	7.3	3.1
COc1ccc(S(=O)(=O)NCCOc2ccccc2)cc1OC	2.1	-0.1	5.2	0.0	/	-6.9	-0.7	2.4	5.7
CCOC(=O)C1=C(C)N=c2s/c(=C/c3ccccc3)c(=O)n2C1c1ccc(OC)c(OC)c1 (stereo unspecified)	-4.5	0.3	-11.5	1.0	2.0	22.3	-1.3	0.3	-7.1
COc1ccc(NC(=O)Cc2c(C)n(C(=O)c3ccc(Cl)cc3)c3ccc(OC)cc23)cc1	3.6	-0.1	4.2	4.0	0.4	5.7	-4.3	-3.2	4.4
Cc1cc(C)c(-c2csc(NC(=O)COC(=O)c3ccc4c(c3)OCO4)n2)c(C)c1	-0.5	-0.1	7.5	0.0	-1.1	-5.2	-2.4	-2.5	-7.2
CCCCn1c(SCC(=O)Nc2ccc(NC(C)=O)cc2)nc2ccccc2c1=O	4.7	-0.3	74.3*	0.0	-0.8	13.6	3.5	5.1	1.6
COCCNC(=O)c1ccccc1NC(=O)c1ccc(OC)c(OC)c1	0.8	-0.2	-1.3	2.0	1.1	10.7	-0.1	1.8	-2.6
O=C(OCC(=O)N(CCc1ccccc1)Cc1ccccc1)c1cc(S(=O)(=O)N2CCOCC2)ccc1F	-7.2	0.1	-2.6	1.0	1.2	-10.3	-4.7	-3.0	-13.4
Cc1ccc2nc(SCC(=O)Nc3ccccc3N3CCOCC3)c(C#N)cc2c1	0.0	-0.1	-10.7	0.0	0.0	-4.7	5.1	-4.8	0.3
C#CCOc1c(Cl)cc(/C=N/O)cc1OC	-1.1	0.5	1.1	3.0	-3.0	6.6	-5.4	-2.3	2.3
CCC1(C)Cc2nc(Cl)c(C#N)cc2CO1 (stereo unspecified)	-1.7	0.0	0.2	1.0	0.5	-4.7	-0.7	-1.1	-6.1
NS(=O)(=O)c1ccc(NNC(=O)c2cccs2)cc1	4.0	0.4	0.0	0.0	-0.9	0.8	3.5	3.3	3.7
CC(C)CCNC(=O)CN(C)S(=O)(=O)c1cccc2nsnc12	2.8	-0.1	-0.8	0.0	-1.1	26.9	-1.7	4.0	-3.7
COc1ccc(S(=O)(=O)Nc2ccccn2)cc1C(=O)Nc1ccccc1	-1.7	0.2	20.4	0.0	2.9	-10.1	-1.8	-1.4	2.1
CCOc1cc(S(=O)(=O)NCc2ccccn2)c(C)cc1C	2.3	0.0	4.8	0.0	-3.9	10.2	2.2	6.7	8.0
c1csc(CNc2ncnc3ccc(-c4ccc5c(c4)OCCO5)cc23)c1	/	-0.2	0.8	0.0	/	8.8	/	/	/
COc1c(F)c(F)c(C(=O)Nc2c(C)cc(Br)cc2C)c(F)c1F	11.1	0.0	3.4	0.0	0.2	7.1	-2.0	0.1	-3.0
O=C(NC(=S)Nc1cc(C(F)(F)F)ccc1N1CCOCC1)c1ccc(-c2cccc(Cl)c2)o1	6.7	0.0	-2.8	0.0	/	-11.3	-2.1	-2.3	9.8
CS(=O)(=O)N1N=C(c2ccco2)CC1c1ccco1 (stereo unspecified)	13.3	-0.1	6.9	8.0	2.0	-41.6	-3.8	2.8	13.2
C/C=C(\C)CN1CCC(n2nccc2NC(=O)c2ccc(OC)cc2)CC1	1.9	0.7	0.6	0.0	5.0	-5.2	-7.0	-2.9	1.1
CC(NCCO)C(=O)C12CC3CC(CC(C3)C1)C2 (stereo unspecified)	4.6	-0.1	-3.5	0.0	-1.4	-1.5	2.1	3.1	2.2
COc1cccc(C(=O)Nc2ccc(NC(=O)C(C)C)nc2)c1	-1.4	-0.1	6.7	0.0	0.9	2.2	-0.2	-2.2	-3.6
Cc1ccc(NC(=O)N2CCCC2C(=O)Nc2ccc3c(c2)OCCO3)cc1 (stereo unspecified)	5.6	0.5	1.5	0.0	3.0	12.3	-1.4	8.7	3.9
O=C(CSc1ccccc1)NCCSCc1ccccc1	0.8	2.8	1.3	2.0	1.0	3.1	-6.2	0.6	7.1
CSc1ncccc1C(=O)OCC(=O)c1ccc(C)s1	/	0.4	-2.9	4.0	/	5.7	/	/	/
CCCCc1cc(=O)oc2c(CN(C)C)c(O)c(Cl)cc12	1.1	0.0	-12.9	0.0	/	13.2	-3.1	3.6	3.2
Cc1cc2nnc(SCC(=O)N3CCOCC3)n2c2ccccc12	-1.2	0.0	2.3	0.0	-0.2	8.9	-2.5	-3.1	-3.5
O=C(Cc1ccccc1[N+](=O)[O-])OCC(=O)c1c[nH]c2ccccc12	4.1	0.1	-0.3	0.0	4.1	10.5	2.9	0.2	-1.7
C/C(=N\NC1=NCCN1)c1ccccc1	1.6	-0.1	8.9	0.0	-1.7	7.2	-2.1	0.0	8.3
CC(=O)NC(CCS(C)(=O)=O)C(=O)N1CCc2ccccc21 (stereo unspecified)	4.2	0.0	1.7	3.0	-0.5	21.4	-3.5	-3.8	-7.4
Cc1cc(C)c2nc(C)cc(Nc3ccc(C(=O)NCCO)cc3)c2c1	-1.4	0.0	-1.7	1.0	-2.4	5.2	4.7	3.0	0.1
CCCc1c(C(=O)N2CCN(c3ccccc3OC)CC2)cnn1-c1ccccc1	8.5	0.0	0.5	1.0	0.2	-1.5	-8.3	1.3	0.1
CC(C)n1cnc2c(NCc3ccccc3)cc(N[C@H](C)CO)cc21	/	-0.3	-16.6	0.0	/	-55.4	/	/	/
COc1ccc(N2CCN(C(=O)CN(c3ccccc3)S(C)(=O)=O)CC2)cc1	-0.2	0.3	-3.6	0.0	1.3	8.4	-5.5	-5.5	-0.2
O=c1oc2ccccc2cc1-c1ccc(O)cc1	3.0	0.7	-5.0	0.0	1.3	19.4	-0.1	0.2	4.0
O=C(O)CNc1nc(Cl)ccc1[N+](=O)[O-]	1.1	-0.1	-1.6	1.0	1.6	0.6	-4.4	0.9	4.2
COc1ccc(/C=C/c2ccc3cccc(O)c3n2)c(OC)c1OC	6.4	-0.1	2.2	6.0	-8.4	-11.2	2.7	3.1	3.7
CCCCNC(=S)N(C)/N=C/c1ccc(OCC(=O)Nc2ccc(OC)cc2)c(OC)c1	4.1	-0.1	5.0	0.0	1.0	-11.5	-53.7	-30.7	11.6
CC(=O)c1c(C)[nH]c(C(=O)N2CCN(c3ccc(F)cc3)CC2)c1C	1.3	0.3	3.6	0.0	-0.4	-0.4	0.9	-0.3	1.8
Cc1onc(-c2ccccc2)c1NC(=O)N(CCC#N)Cc1cccs1	-0.3	0.1	1.5	0.0	-0.9	3.6	0.7	-2.9	-8.0
Cc1sc(NC(=O)Cn2cnnn2)nc1-c1ccc(Cl)cc1	2.1	0.0	5.1	4.0	-2.2	4.5	5.0	2.5	-1.5
O=C(Nc1ccc2c3c(cccc13)CC2)c1ccco1	7.2	0.0	6.0	5.0	2.4	11.2	1.3	-1.8	4.7
Cc1ccc2c(COC(=O)C34CC5CC(CC(C5)C3)C4)cc(=O)oc2c1	2.3	-0.2	4.2	0.0	0.1	18.0	-5.4	5.6	2.1
NC(=O)c1ccsc1NC(=O)C1CCN(S(=O)(=O)c2cccs2)CC1	3.4	-0.1	3.8	0.0	1.3	15.3	10.4	1.8	1.5
CN(C)S(=O)(=O)c1ccc(N2CCOCC2)nc1	3.1	0.4	-3.1	4.0	2.1	2.7	-4.0	-1.3	1.7
COc1cc(CNC(=O)CCC(=O)N2C[C@H]3C[C@H](C2)c2cccc(=O)n2C3)cc(OC)c1OC	-1.3	-0.3	1.6	0.0	1.1	-5.8	1.0	-1.1	1.7
C=C1CCC[C@]2(C)C[C@H]3OC(=O)C(CN4CC(C)OC(C)C4)[C@H]3C[C@@H]12 (stereo partly specified)	2.7	0.2	4.0	1.0	0.9	12.2	1.0	-4.2	4.1
O=C(CNC(=O)C12CC3CC(CC(C3)C1)C2)OCC(=O)N1CCCCC1	3.7	0.0	-1.1	1.0	0.3	2.4	-5.0	-1.6	7.3
O=C(c1ccc2c(c1)OCO2)N1CCc2ccccc21	1.7	0.8	7.4	0.0	0.6	-7.6	2.2	3.8	3.8
Cc1ccccc1-n1nc(C(=O)c2cccs2)cc(-c2nc3ccccc3[nH]2)c1=N	21.1	0.3*	-2.5	0.0	-2.2	-12.0	-0.6	1.6	33.0
COc1ccc(O)c(CNn2c(-c3ccc(Br)cc3)nc3ccccc3c2=O)c1	-0.6	0.0	-6.0	1.0	-0.9	5.8	3.1	2.9	6.9
CCn1nnnc1SCC(=O)N1CCc2ccccc21	0.5	-0.1	7.0	1.0	-2.3	4.4	-12.7	-0.6	-5.1
CCOc1ccc(NC(c2ccccc2)P(=O)(OC)OC)cc1 (stereo unspecified)	0.9	-0.1	-2.3	0.0	0.1	-10.8	-6.5	-1.4	0.5
